From PubChem
VP16 counter: inhibits Gal4-VP16 luciferase reporter, ROR gamma counter-screen. Potency, µM (highest dose often 53.6 µM), inactives show top-dose activity, negative = inhibition, most hits filed as inhibitors. 3.5% of 310,000 active. Drosophila S2 Gal4-VP16 UAS-luciferase, luminescence, 20 h;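 further: Gal4-VP16 expression switched on by copper sulfate through the metallothionein promoter; on the % scale 0 is the no-effect control and ±100 the full control effect; nearly all actives have a fitted effect of over 50% in size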
RORg inh: ROR gamma (mouse) transcription inhibition; Drosophila S2 Gal4-RORgamma UAS-luciferase reporter, 20 h; Potency, µM (top dose mostly 53.6 µM), for the others: top-dose activity change, negative = inhibition, most hits filed as inhibitors; 5.4% of 310,000 active; AID 2551; further: on the % scale 0 is the no-effect control and ±100 the full control effect; nearly all actives have a fitted effect of over 60% in size
Target sequence (P51450 whole entry, looked up, the tested form may be a part): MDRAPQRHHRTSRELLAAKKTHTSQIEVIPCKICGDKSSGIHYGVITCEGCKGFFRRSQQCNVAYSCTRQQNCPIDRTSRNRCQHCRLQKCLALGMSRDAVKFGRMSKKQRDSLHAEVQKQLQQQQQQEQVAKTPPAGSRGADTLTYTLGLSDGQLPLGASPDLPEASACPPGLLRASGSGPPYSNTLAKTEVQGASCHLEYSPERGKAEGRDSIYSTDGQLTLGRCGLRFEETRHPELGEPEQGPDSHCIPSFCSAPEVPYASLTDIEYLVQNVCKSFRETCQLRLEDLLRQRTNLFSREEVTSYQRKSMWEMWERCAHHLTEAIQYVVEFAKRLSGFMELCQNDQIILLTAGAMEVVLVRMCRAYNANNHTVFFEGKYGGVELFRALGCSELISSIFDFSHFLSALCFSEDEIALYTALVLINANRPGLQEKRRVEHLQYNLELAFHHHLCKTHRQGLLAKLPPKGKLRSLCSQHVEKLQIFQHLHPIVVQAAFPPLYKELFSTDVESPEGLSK
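In this cell-based reporter format, copper sulfate (700 uM final) drives Gal4–ROR gamma fusion expression from a metallothionein promoter in Drosophila Schneider cells; compounds preincubated 1 hr, reporter read after 20 hr at ambient temperature.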
Menin-MLL TR inh: menin-MLL binding inhibition, Texas Red mutant peptide; Menin + Texas Red MLL mutant peptide, fluorescence polarization; Potency, µM (top dose mostly 61.6 µM), without a hit: top-dose FP activity change, negative = inhibition, usual class: inhibitors; 0.23% of 270,000 active; active means well fitted inhibition curve with a large enough effect in the polarisation, with a control signal flat, not every such curve was filed as active; inconclusive means small, poorly fitted or top-dose-only effect, or effect the other way, or a change in a side signal; inactive means no such curve, though single readings can be large or run the other way; the % refers to the polarisation; further: % of control where 0% means no effect; many of its hits are not listed in these tables
* marks the source's active call; other numbers are inactive results; u = inconclusive; x = no result given; & = joins results of further samples; [ ] = another dose, or the depositor's remark. Unless noted, the call rests on the fitted dose curve; in most records, active means well fitted curve in the direction sought with a large enough effect; inconclusive means small, poorly fitted or top-dose-only effect, or another doubt; inactive means no such curve, though single readings can be large; an effect the other way counts as inactive or inconclusive. Potency means the concentration at half of the fitted maximal effect. An excerpt, so the mix of outcomes need not match the whole.

(1) O=C(/C=C/c1ccccc1)c1cccs1
(2) CCC(Cl)CC(Cl)C(Cl)C(Cl)C(Cl)C(C)Cl (centres undefined)
(3) C=CCCCC
(4) CCOCCO
(5) CCCCC(C=O)CC (centres undefined)
(6) Clc1cc(Cl)cc(Cl)c1
(7) Oc1ccc2c(c1)OCO2
(8) OC(CCl)CCl

assay / compound | 1 | 2 | 3 | 4 | 5 | 6 | 7 | 8
VP16 counter | -5% | 22% | 6% | 2% | -15% | 3% | 21% | 0%
RORg inh | 22µM* | 3% | 4% | -11% | 0% | -1% | -11% | -27%
Menin-MLL TR inh | x | x | x | x | x | x | x | x

(9) Cc1cccc2ccccc12
(10) BrC/C=C/CBr
(11) CCC(C)(C)OC
(12) CC1(C)CC(N=C=O)CC(C)(CN=C=O)C1 (centres undefined)
(13) CCCOCC(C)OCC(C)O (centres undefined)
(14) CN(C)CCc1c[nH]c2ccc(CC3COC(=O)N3)cc12 (centres undefined)
(15) Cc1ccc([N+](=O)[O-])c(N)c1
(16) Clc1nc2ccccc2nc1Cl

assay / compound | 9 | 10 | 11 | 12 | 13 | 14 | 15 | 16
VP16 counter | 0% | 2% | u | 1% | 9% | 4% | -3% | -6%
RORg inh | 7% | 13% | -21% | 1% | 1% | -17% | 1% | 2%
Menin-MLL TR inh | x | x | x | x | x | x | x | x

Profiles, quoted from the list:
`Cc1ccc([N+](=O)[O-])c(N)c1` is listed as VP16 counter = -3%; RORg inh = 1%; Menin-MLL TR inh = x
`CCC(C)(C)OC` is listed as VP16 counter = u; RORg inh = -21%; Menin-MLL TR inh = x

Additional results:
(17) Cc1ccccc1C
(18) O=C=Nc1ccc(Cl)c(Cl)c1
(19) O=[N+]([O-])c1cccc(Cl)c1
(20) COc1ccc([N+](=O)[O-])cc1N
(21) CO[Si](CCCNCCC[Si](OC)(OC)OC)(OC)OC
(22) COc1ccc(NC(=O)N2CC[C@@]3(CCCN(C(=O)c4csnn4)C3)C2)cc1
(23) CC1=C2[C@@H]([C@H](C)CC[C@H]2/C=C(\C)C(=O)O)[C@H](O)C1
(24) CCC(C)C1NC(=O)C(CCNCS(=O)(=O)O)NC(=O)C(NC(=O)C(CCNCS(=O)(=O)O)NC(=O)C(NC(=O)C(CCNCS(=O)(=O)O)NC(=O)CCCCC(C)C)C(C)O)CCNC(=O)C(C(C)O)NC(=O)C(CCNCS(=O)(=O)O)NC(=O)C(CCNCS(=O)(=O)O)NC(=O)C(C(C)CC)NC1=O (centres undefined)

assay / compound | 17 | 18 | 19 | 20 | 21 | 22 | 23 | 24
VP16 counter | -17%&-2% | -23% | 5% | 8% | -11% | -5% | 10% | -26%
RORg inh | -12%&-8% | u | 3% | 11% | 15% | -12% | 18% | u
Menin-MLL TR inh | x | x | x | x | x | x | x | x

(25) COc1cc2cc3c4cc(OC)c(OC)cc4cc[n+]3c(C)c2cc1OC
(26) Cc1ccc([N+](=O)[O-])c(C)c1
(27) CCCN(CCC)C(=O)SCC
(28) Clc1ccc(Cl)c(Cl)c1Cl
(29) O=C1OC2(c3cc(Br)c(O)c(Br)c3Oc3c2cc(Br)c(O)c3Br)c2c(Cl)c(Cl)c(Cl)c(Cl)c21
(30) COc1ccc(CCC(=O)c2c(O)cc(O[C@@H]3O[C@H](CO)[C@@H](O)[C@H](O)[C@H]3O[C@@H]3O[C@@H](C)[C@H](O)[C@@H](O)[C@H]3O)cc2O)cc1O
(31) CCCCCCC=O
(32) S=C(NC1CCCCC1)NC1CCCCC1

assay / compound | 25 | 26 | 27 | 28 | 29 | 30 | 31 | 32
VP16 counter | -8% | -6% | 7% | -2% | -23% | 8% | -9% | u
RORg inh | 32% | 0% | 14% | -8% | -31% | -5% | -19% | 2.8µM*
Menin-MLL TR inh | x | x | x | x | x | x | x | x

(33) C=C(C)C(N)=O
(34) C1CCCNCC1
(35) O=C(O)c1cc(N=Nc2ccc([N+](=O)[O-])cc2)ccc1O
(36) COc1cc(/C=C/c2ccccc2)oc(=O)c1
(37) COc1ccc(N)c(OC)c1
(38) N#CC1(O)CCCCC1
(39) NC(=S)NNC(N)=S
(40) O=C(O)c1ccccc1[N+](=O)[O-]

assay / compound | 33 | 34 | 35 | 36 | 37 | 38 | 39 | 40
VP16 counter | 3% | 6% | -11% | -4% | -2% | -6% | u | 7%
RORg inh | 14% | 6% | -1% | 9% | -20% | 23% | u | 11%
Menin-MLL TR inh | x | x | x | x | x | x | x | x

Ordered by SMILES length (lowest first): part of the list above.
(34) C1CCCNCC1
(33) C=C(C)C(N)=O
(38) N#CC1(O)CCCCC1
(32) S=C(NC1CCCCC1)NC1CCCCC1
(36) COc1cc(/C=C/c2ccccc2)oc(=O)c1
(35) O=C(O)c1cc(N=Nc2ccc([N+](=O)[O-])cc2)ccc1O

assay / compound | 34 | 33 | 38 | 32 | 36 | 35
VP16 counter | 6% | 3% | -6% | u | -4% | -11%
RORg inh | 6% | 14% | 23% | 2.8µM* | 9% | -1%
Menin-MLL TR inh | x | x | x | x | x | x

The list continues.
(41) O=C(O)c1ccc(Cl)cc1Cl
(42) COc1cccc(N)c1
(43) CCCOCC(C)O (centres undefined)
(44) C=Cc1ccccc1Cl
(45) CCCCCCCCN
(46) CC(=O)CC(C)C
(47) Fc1ccccc1
(48) COc1ccc(CNc2cc(-c3cccc(C#N)c3)ncn2)c(OC)c1

assay / compound | 41 | 42 | 43 | 44 | 45 | 46 | 47 | 48
VP16 counter | 20% | 5% | 1% | -1% | -7% | -2% | -6% | -3%
RORg inh | 0% | 7% | 1% | -1% | 0% | -1% | -6% | u
Menin-MLL TR inh | x | x | x | x | x | x | x | 18%

(49) c1ncc(CCCC2CCNCC2)[nH]1
(50) O=C1CCC=C1C(O)c1ccc2c(c1)OCO2 (centres undefined)
(51) Cc1c2c(c(O)c3c(O)cccc13)C(=O)O[C@H]2C1C(N(C)C)C(O)=C(C(N)=O)C(=O)[C@H]1O (some centres undefined)
(52) c1cncc(-c2nccc(NCc3cccs3)n2)c1
(53) COc1cc(C2CC(=O)Oc3c(C(C)C)ccc(C)c32)cc(OC)c1OC (centres undefined)
(54) CN1CCN(c2ccnc(-c3ccc(N(C)C)cc3)n2)CC1
(55) COc1ccccc1C1(O)CCN(CCCn2c3ccccc3c3ccccc32)CC1
(56) Cc1cnc(CNc2ccnc(-c3ccccc3C)n2)cn1

assay / compound | 49 | 50 | 51 | 52 | 53 | 54 | 55 | 56
VP16 counter | 13% | -1% | -9% | -3% | -6% | -9% | 4% | 8%
RORg inh | 1% | -7% | 8% | 24% | -1% | 3% | 8% | 0%
Menin-MLL TR inh | 11% | 4% | u | -18% | 0% | 0% | 4% | 4%

Three entries from above, reformatted.
#3 C=CCCCC
  VP16 counter = 6%; RORg inh = 4%; Menin-MLL TR inh = x

#27 CCCN(CCC)C(=O)SCC
  VP16 counter = 7%; RORg inh = 14%; Menin-MLL TR inh = x

#46 CC(=O)CC(C)C
  VP16 counter = -2%; RORg inh = -1%; Menin-MLL TR inh = x

The list goes on:
(57) CC(=O)c1ccc2c(c1)N(CCCN1CCN(CCO)CC1)c1ccccc1S2
(58) Clc1ccccc1-c1cc(NCCN2CCOCC2)ncn1
(59) CCOC(=O)C(=O)C1(C(=O)OCC)Oc2cc(OC)cc(OC)c2C(=O)C1c1ccccc1 (centres undefined)
(60) COc1ccc(-n2c(=O)c(-c3cn(C)c4ccccc34)nc3cnc(OC)nc32)cc1
(61) COc1cc(/C=C(\C#N)C(N)=O)cc(CSc2nc3ccccc3s2)c1O
(62) CC(C)OC(=O)[C@@H]1CC[C@H](C)[C@@H](CCCCO)O1
(63) CC(=O)NC1C(O)C[C@@](O)(C(=O)O)OC1[C@@H](O)C(O)CO (some centres undefined)
(64) COCCn1c(=O)c(-c2cccs2)nc2cnc(N3CCOCC3)nc21
(65) COc1cccc([C@@H]2Oc3ccc(OC)cc3/C(=N/O[C@@H](C)c3cc(-c4c(C)cc(C)cc4C)no3)[C@@H]2O)c1
(66) O[C@@H]1[C@@H]2c3cc4c(cc3CN3CCC(=C[C@@H]1O)[C@H]23)OCO4

assay / compound | 57 | 58 | 59 | 60 | 61 | 62 | 63 | 64 | 65 | 66
VP16 counter | 1% | 0% | -8% | -1% | 14µM* | 3% | -3% | 4% | -3%[10 µM] | 2.5µM*
RORg inh | -32% | -6% | 19% | 22% | 5.6µM* | 6% | 8% | 24% | -1%[10 µM] | u
Menin-MLL TR inh | 4% | -12% | -6% | 25% | 5%[24.8 µM] | 1% | 2% | -22% | -2%[11.7 µM] | -1%[24.8 µM]
